Growth percent in the NCI-60 one-dose screen (48 h, 10 µM unless noted): 100 = growth as untreated, 0 = no growth, -100 = all killed.
EKVX – EKVX NSCLC. AID 1794765. hit rate 3% among 71,000
CCRF-CEM – CCRF-CEM leukemia | AID 1794778 | hit rate 7% among 77,000
A549/ATCC – A549/ATCC NSCLC; hit rate 3.7% among 81,000
MOLT-4 – MOLT-4 leukemia cells | hit rate 6.9% among 80,000 | AID 1794779
HOP-92 – HOP-92 NSCLC cells; hit rate 6.3% among 71,000
RPMI-8226 – RPMI-8226 leukemia cells; hit rate 7.5% among 77,000; AID 1794781
HOP-62 – HOP-62 NSCLC | AID 1794735 | hit rate 3.9% among 80,000
M14 – M14 melanoma. hit rate 6.2% among 80,000. AID 1794745
* hit, by the source's call; x = not tested or not shown; & = joins results of further samples. Rule for the calls: active = growth percent below 10; inactive = the rest.

SMILES	EKVX	CCRF-CEM	A549/ATCC	MOLT-4	HOP-92	RPMI-8226	HOP-62	M14
COc1cc(C2N(c3ccc(Cl)cc3)NC(=O)[C@@H]3CCCN23)cc(OC)c1OC (some centres not stated)	91	93	91	104	97	98	87	100
Cn1c(N)c(NC(=S)NC2CCCCC2)c(=O)n(C)c1=O	119	100	111	112	100	x	106	115
OCc1ccccc1Cn1ccnc1	90	101	102	110	59	98	102	109
COc1cc(/C=C(\NC(=O)c2ccc([N+](=O)[O-])cc2)C(=O)N2CCCC2)c(OC)cc1C=O	106	99	103	98	115	101	107	108
O=C(N/N=C\c1cccc([N+](=O)[O-])c1)N/N=C/c1cccc([N+](=O)[O-])c1	98	99	100	106	105	97	93	113
CC(=O)C(N=Nc1ccc(-c2ccc(N=NC(C(C)=O)C(=O)Nc3ccccc3C)c(Cl)c2)cc1Cl)C(=O)Nc1ccccc1C (configuration not stated)	100	96	99	104	98	100	98	104
NC(N)=N/N=C/c1ccc([N+](=O)[O-])cc1	102	112	109	98	104	x	104	105
O=c1cc(CP(=O)(O)O)c2cc(O)c(-c3ccccc3)cc2o1	89	94	106	99	96	99	103	98
N/C(=N\c1nc2ccccc2o1)NC(=O)Nc1ccccc1	91	x	101	101	100	109	108	97
O=C(Nc1ccc(-c2nc3ccccc3c(=O)[nH]2)cc1)c1cc2ccccc2[nH]1	76	97	78	96	74	96	81	102
CCOC(=O)C(Cc1ccccc1)(c1ccccc1)c1ccccc1	84	90	81	86	76	87	98	95
COc1ccc(CCC2COCC2C2CC2)cc1 (configuration not stated)	84	106	101	99	75	95	90	96
OCC1OC(n2cnc3c(N4CCCCC4)ncnc32)C(O)C1O (configuration not stated)	112	107	102	79	92	118	96	109
Cc1cccc2c3c(sc12)C(c1ccc(F)cc1)C(C#N)=C(N)O3 (configuration not stated)	53	14	22	13	68	x	33	10
CCOC(=O)C(C(=O)OCC)C(c1ccccc1)S(=O)(=O)O (configuration not stated)	102	109	107	103	100	114	110	97
CCCCCCCCc1ccc(C(=O)Nc2ccc(C)cc2C(=O)O)cc1OC	88	74	86	93	95	82	103	99
CC1(C)C(=O)N2C(=O)CC(=O)N2C1=O	104	113	97	109	109	119	112	106
NS(=O)(=O)c1ccc(N2C(=O)c3ccc4c5c(ccc(c35)C2=O)C(=O)N(c2ccc(S(N)(=O)=O)cc2)C4=O)cc1	101	101	97	100	91	102	98	106
C#CCOc1ccc(/C=N/Nc2nc(-c3ccc(C)cc3)cs2)cc1	86	95	92	87	89	79	110	103
NS(=O)(=O)c1ccc(-n2cc(CN3CCN(C4CCCCC4)CC3)nn2)cc1	105	105	109	101	103	106	102	x
Nc1c(C(=O)Nc2ccccc2C(F)(F)F)sc2nc3c(cc12)CCCC3	93	87	82	80	74	95	96	93
Cn1c(=O)c2[nH]c(SCCN3CCCCC3)nc2n(C)c1=S	91	114	112	100	104	107	91	110
CCN(CC)CCNc1ccc(OC)c2cccnc12	108	124	x	104	80	101	100	87
COc1ccc2[nH]c(O)c(N=NC(=O)c3oc4ccccc4c3CN3CCN(c4ccccc4)CC3)c2c1	104	111	101	114	105	101	99	104
O=C1CNC(=O)N1c1ccccc1	97&94	91&87	86&69	104&87	87&85	98&94	89&82	94&99
Cc1nc([C@H]2CC[C@H]3[C@@H]4CCC5=CC(=O)CC[C@]5(C)[C@H]4CC[C@]23C)cs1	42	41	63	x	85	x	104	74
COc1ccc(-c2ccc(C)n2-c2ccc(OC)cc2)cc1	x	46	75	46	19	46	96	67
COc1cc(-c2nc3ccc(C)cc3n2CC(=O)NNC(=O)c2ccncc2)cc(OC)c1OC	87	106	104	98	78	100	98	101
O=C(O)/C=C/C(=O)Nc1ccccc1Cl	x	x	x	103	x	101	106	98
CC1(C)CC(=O)c2c(nn(-c3ccccc3)c2-c2cn(-c3ccccc3)nc2-c2cccnc2)C1	92	92	96	88	81	73	86	108
Cc1c(C(C)(C)O)cn2ncnc(Oc3ccc(NC(=O)Nc4ccc(Cl)c(C(F)(F)F)c4)cc3)c12	31	34	33	18	4.3*	37	65	37
CCCCCN(C(=O)CCl)c1ccccc1	103	95	101	101	93	104	99	103
Cc1nc2ccccc2c(=O)n1-c1nc2ccccc2o1	80	83	70	64	87	81	69	81
Cc1nc2cc(-n3c(-c4ccc(F)cc4)nc4ccccc4c3=O)ccc2n1Cc1ccccc1	56	66	-25*	35	-16*	38	45	3.2*
O=c1sn(-c2cccc3ccccc23)c(=O)n1Cc1ccccc1	108	65	71	39	89	77	77	90
CCOC(=O)c1cc(C(=O)c2ccc(Br)cc2)n2ccccc12	99	76	89	66	67	90	90	102
COc1ccc(-n2c(SCc3nnc(NC(=O)c4ccccc4)s3)nc3cc(OC)c(OC)cc3c2=O)cc1	98	105	96	109	90	102	99	111
Cc1ccc(-c2nn(-c3ccccc3)cc2/C=C/C(=O)O)cc1	112	81	83	96	91	92	92	83
CCOc1ccc(-c2[nH]nc3c2C(c2cccs2)C(C#N)=C(N)O3)cc1OC (configuration not stated)	x	100	101	90	89	88	98	102
Cc1cc(C(C)(C)C)cc(CNC(C)(C)C)c1O	109	98	104	102	90	92	111	98
COc1ccc(C(=O)Cn2c(C(=O)c3ccc(OC)cc3)nc3ccccc32)cc1	73	0.6*	41	16	45	-7.1*	38	-2.5*
CC(C)CCSc1nc(Nc2ccc(S(N)(=O)=O)cc2)c(C#N)c(-c2ccc(F)cc2)n1	66	46	40	41	26	55	90	57
NC(=S)NNC(=O)c1cnc2n(c1=O)CCCCC2	105	125	102	91	115	x	105	108
CC(=O)Nc1ccc(C(=O)N2C(=N)C(C#N)=C(O)/C2=C\c2ccc(Cl)c(Cl)c2)cc1	78	91	105	78	85	100	90	92
COc1cc2c(cc1OC)C1(NCC2)C(=O)NC2C=CC(Cl)=CC21 (configuration not stated)	94	98	94	91	80	99	87	102
C[n+]1ccccc1C(O)C(O)c1cccc[n+]1C (configuration not stated)	104	100	99	94	135	107	96	105
COc1cc(NC(C)CCCNC(=O)CCC(=O)NCCCNCCCCCCNCCCNC(=O)CCC(=O)NCCCC(C)Nc2cc(OC)cc3cccnc23)c2ncccc2c1 (configuration not stated)	93	85	85	94	83	74	89	101
OC(CC(O)c1ccccc1)c1ccccc1 (configuration not stated)	89	101	103	x	82	104	106	117
Cc1nn(-c2nc3ccccc3[nH]2)c2c1C(c1ccc(OCc3ccccc3Cl)cc1)CC(=O)N2 (configuration not stated)	101	80	73	57	88	90	78	91
CCN(CC)c1ccc(C)cc1	110	88	112	101	76	109	100	108
CC(=O)N(C)c1ccc(N=Nc2ccc3ncccc3c2)cc1	88	101	101	95	90	89	116	x
Cc1nc2ccccc2c(/C=C/c2ccc(F)cc2)c1C(=O)/C=C/c1ccccc1	38	7.9*	25	4.7*	51	1.5*	-4.4*	12
COc1cc2c(c(OC)c1OC)CCC(c1cccc(NC(=O)c3ccccc3Br)c1)O2 (configuration not stated)	92	80	86	80	92	66	97	92
O=C(O)c1cc2ccccc2n1O	90	105	103	95	x	102	99	90
O=C(CCCC(=O)N/N=C/C=C/c1ccccc1)N/N=C/C=C\c1ccccc1	105	97	95	105	19	107	89	95
Cc1nc([P+](c2ccccc2)(c2ccccc2)c2ccccc2)c(Sc2sc(-c3ccccc3)nc2[P+](c2ccccc2)(c2ccccc2)c2ccccc2)o1	15	18	12	13	-19*	-7.3*	9.6*	16
N#Cc1cnc2c(C#N)c(Nc3ccccc3)nn2c1-c1ccccc1	93	x	94	114	92	116	92	112
Clc1nc(Cl)c2ncn(CC3(Cn4cnc5c(Cl)nc(Cl)nc54)COC3)c2n1	-72*	x	-77*	-67*	-92*	-63*	-82*	-93*
COc1ccc(-c2nnc(CNc3ccc(Cl)cc3)o2)cc1OC	85	100	90	74	78	82	92	104
Nc1nc(N(Cc2ccccc2)c2ccccc2)c2cn[nH]c2n1	75	93	71	62	62	58	70	33

Some of these compounds in order of length of the SMILES, descending:
SMILES	EKVX	CCRF-CEM	A549/ATCC	MOLT-4	HOP-92	RPMI-8226	HOP-62	M14
Cc1nc([P+](c2ccccc2)(c2ccccc2)c2ccccc2)c(Sc2sc(-c3ccccc3)nc2[P+](c2ccccc2)(c2ccccc2)c2ccccc2)o1	15	18	12	13	-19*	-7.3*	9.6*	16
COc1cc(NC(C)CCCNC(=O)CCC(=O)NCCCNCCCCCCNCCCNC(=O)CCC(=O)NCCCC(C)Nc2cc(OC)cc3cccnc23)c2ncccc2c1 (configuration not stated)	93	85	85	94	83	74	89	101
CC(=O)Nc1ccc(C(=O)N2C(=N)C(C#N)=C(O)/C2=C\c2ccc(Cl)c(Cl)c2)cc1	78	91	105	78	85	100	90	92
Cc1nn(-c2nc3ccccc3[nH]2)c2c1C(c1ccc(OCc3ccccc3Cl)cc1)CC(=O)N2 (configuration not stated)	101	80	73	57	88	90	78	91
COc1cc2c(c(OC)c1OC)CCC(c1cccc(NC(=O)c3ccccc3Br)c1)O2 (configuration not stated)	92	80	86	80	92	66	97	92
Cc1nc2ccccc2c(/C=C/c2ccc(F)cc2)c1C(=O)/C=C/c1ccccc1	38	7.9*	25	4.7*	51	1.5*	-4.4*	12
O=C(CCCC(=O)N/N=C/C=C/c1ccccc1)N/N=C/C=C\c1ccccc1	105	97	95	105	19	107	89	95
COc1cc2c(cc1OC)C1(NCC2)C(=O)NC2C=CC(Cl)=CC21 (configuration not stated)	94	98	94	91	80	99	87	102
N#Cc1cnc2c(C#N)c(Nc3ccccc3)nn2c1-c1ccccc1	93	x	94	114	92	116	92	112
Nc1nc(N(Cc2ccccc2)c2ccccc2)c2cn[nH]c2n1	75	93	71	62	62	58	70	33
CC(=O)N(C)c1ccc(N=Nc2ccc3ncccc3c2)cc1	88	101	101	95	90	89	116	x
NC(=S)NNC(=O)c1cnc2n(c1=O)CCCCC2	105	125	102	91	115	x	105	108
OC(CC(O)c1ccccc1)c1ccccc1 (configuration not stated)	89	101	103	x	82	104	106	117
O=C(O)c1cc2ccccc2n1O	90	105	103	95	x	102	99	90
CCN(CC)c1ccc(C)cc1	110	88	112	101	76	109	100	108

More structures follow:
SMILES	EKVX	CCRF-CEM	A549/ATCC	MOLT-4	HOP-92	RPMI-8226	HOP-62	M14
C#CCOc1cccc(-c2ncnc3cc(NC(=O)CCl)ccc23)c1	11	-16*	17	-6.6*	-67*	-38*	-46*	-52*
CNCC1COC(c2ccccc2)(c2ccccc2)O1 (configuration not stated)	93	96	99	85	111	100	99	97
O=C(OCCOCCO)N(c1cccc(Br)c1)c1nc(SCCN2CCOCC2)nc2c1cnn2CC(Cl)c1ccc(Br)cc1 (configuration not stated)	27	-18*	15	-24*	31	-26*	33	-14*
O=c1[nH]c2ncccc2n2cc3ccccc3c12	77	82	93	71	x	95	95	93
COc1ccc2c(c1)sc1nc(-c3ccccc3)c(-c3ccsc3)n12	41	23	31	36	x	15	37	16
O=C(NC1CCOC1=O)OCc1ccccc1 (configuration not stated)	108	97	102	105	x	93	103	105
O=C(COc1ccccn1)Nc1cc(O)c2c(=O)cc(-c3ccccc3)oc2c1	98	88	95	96	83	99	105	103
O=[N+]([O-])c1ccc(N/N=C/c2cccc(O)c2)nc1	99	93	x	100	89	102	116	109
O=S(=O)(c1ccc(Cl)cc1)N1CCN(c2nccc(-c3c(-c4cccc(F)c4)nc4sccn34)n2)CC1	87	91	83	58	80	83	113	107
COC(=O)C(CC(=O)Nc1ccc(C(=O)N2CCOCC2)cc1)c1ccc(C(F)(F)F)cc1 (configuration not stated)	100	98	106	110	94	99	102	99
OCCOc1ccccc1C(Cc1ccccc1)N1CCCCC1 (configuration not stated)	103	110	93	83	94	113	76	89
CCOc1ccc(NC(=O)C2CCCN(C)C2)cc1 (configuration not stated)	106	87	111	100	x	x	128	105
COc1cc2c(cc1OC)-c1cc(=O)[nH]c(=O)n1CC2	106	110	99	110	94	106	99	111
CC(=O)c1cccc(OCCCCOc2cccc(C(C)=O)c2)c1	97	92	99	106	92	91	107	96
CCOC(=O)c1ccc(Nc2ncnc3ccc(NC(=O)c4ccccc4)cc23)cc1	80	91	91	64	86	69	99	94
COc1ccc(S(=O)(=O)NC2C3c4ccccc4C(c4ccccc43)C2O)c(OC)c1 (configuration not stated)	93	110	100	95	105	109	109	109
CCCc1nc2sc3c(c2c(=O)n1NC(=O)c1ccc(C#N)cc1)CCCC3	97	65	90	77	89	90	85	98
CCOC(=O)COc1ccc(/C=N/NC(=O)Cn2c(C(C)C)nc3ccccc32)cc1OC	104	101	102	106	100	101	103	104
O=c1oc2ccccc2cc1/C(CS(=O)(=O)c1ccccc1)=N/Nc1ccccc1	75	100	105	119	113	109	111	100
O=Cc1cc(I)c(O)c(I)c1	108	102	106	104	83	105	94	93
COc1cc(-c2nc(C(=O)Nc3cccc(F)c3F)nn2-c2ccc(F)c(F)c2)cc(OC)c1OC	68	79	70	68	22	64	68	80
CCC1SC2=NCCN2C1(O)c1ccc(Cl)cc1 (configuration not stated)	105	89	103	91	106	88	107	93
N#Cc1c(-c2cccc(Cl)c2)cc(-c2cccnc2)[nH]c1=O	100	71	93	72	80	89	69	54
Cc1cccc(C)c1-n1c(SCCc2c[nH]c3ccccc23)nnc1-c1ccncc1	61	43	59	44	23	42	106	74
Clc1ccc(Nc2nc(C3CC3)cs2)cc1	90	105	90	86	81	111	99	100
N#C/C(=C\c1ccc(Cl)cc1Cl)C(=O)NNc1nc2ccccc2[nH]c1=O	78	82	87	64	96	x	90	91
CCCCCCCCCCCC(=O)N1CCN(C(=O)CCCCCCCCCCC)CC1	x	x	95	95	77	76	104	114
OCCNCc1ccccc1	103	100	97	119	86	94	93	99
NNC(=O)c1nnsc1-c1csnn1	106	87	108	99	94	88	98	105

From PubChem BioAssay
